Screening data (PubChem)
Pf growth 96h = P. falciparum growth inhibition at 96 hours; P. falciparum luciferase reporter growth, 96 h; actives 6.9% (n = 320,000); Potency, µM (doses to about 28.7 µM), for inactives: at the highest dose activity change, negative = inhibition, usual class: inhibitors; AID 504834; further: potency means the concentration at half of the fitted maximal effect; on the % scale 0 is the no-effect control and ±100 the full control effect
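Plates of compound plus infected erythrocytes (2% hematocrit, 0.05% parasitemia final) incubate 96 hours, 37 C, 5% CO2. Detection reagent added; reduced luminescence from the parasites' luciferase reporter flags inhibition.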
Pf growth 48h = P. falciparum growth inhibition at 48 hours (one generation). P. falciparum luciferase growth in erythrocytes, 48 h. Potency, µM (highest dose often 28.7 µM), without a hit: at the highest dose activity change, negative = inhibition, most hits filed as inhibitors. actives 5.9% (n = 310,000). AID 504832; further: potency means the concentration at half of the fitted maximal effect; on the % scale 0 is the no-effect control and ±100 the full control effect
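Luminescence readout; reporter = integrated firefly luciferase in P. falciparum. RBC culture at 2% hematocrit, 0.1% parasitemia final, 37 C/5% CO2; decreased signal taken as growth inhibition.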
Shiga inhibitor = blocks Shiga toxin action in Vero cells; Vero cells, Shiga toxin protein synthesis inhibition reporter; inhibition, % at 38.7 µM; actives 9.2% (n = 290,000); in the data active means inhibition mostly above about 28%, no sharp cut-off; inactive means mostly below about 43%; further: 0% is about no effect
Giardia FBPA inh = inhibitors of Giardia lamblia fructose-1,6-bisphosphate aldolase | A8B2U2 | Potency, µM (series often up to 59.6 µM), without a hit: at the top dose activity, negative = inhibition, hits mostly inhibitors | actives 0.71% (n = 290,000) | AID 2451 | purified Giardia FBPA; further: potency means the concentration at half of the fitted maximal effect; on the % scale 0 is the no-effect control and ±100 the full control effect; nearly all actives have a fitted effect of over 55% in size
Target sequence (A8B2U2 whole entry, looked up): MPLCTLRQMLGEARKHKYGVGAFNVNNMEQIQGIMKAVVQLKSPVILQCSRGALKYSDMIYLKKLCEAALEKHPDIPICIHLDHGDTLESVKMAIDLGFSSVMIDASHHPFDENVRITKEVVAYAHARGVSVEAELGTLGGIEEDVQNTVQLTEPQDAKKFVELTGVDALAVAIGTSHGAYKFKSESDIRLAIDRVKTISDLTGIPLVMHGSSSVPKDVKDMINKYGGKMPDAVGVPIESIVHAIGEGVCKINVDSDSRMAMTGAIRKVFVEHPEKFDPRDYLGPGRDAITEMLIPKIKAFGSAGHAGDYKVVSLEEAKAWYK
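40 nM FBPA preincubated 10 min at RT with compound (up to 57.5 uM final), then substrate plus GAPDH/TPI/NAD/arsenate coupling and diaphorase/resazurin added. Fluorescence read after 20 min at RT, 525/598 nm.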
Sm TGR inh = inhibitors of Schistosoma mansoni thioredoxin glutathione reductase | AID 485364 | Potency, µM (highest dose often 114 µM), for the others: at the top dose activity change, negative = inhibition, hits mostly inhibitors | actives 3% (n = 360,000) | purified TGR, DTNB reduction, TNB absorbance 405 nm | Q962Y6; further: potency means the concentration at half of the fitted maximal effect; on the % scale 0 is the no-effect control and ±100 the full control effect; nearly all actives have a fitted effect of over 60% in size
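First, TGR (20 nM dispensed) and NADPH were mixed with compound. Second, a 15 min room-temperature incubation followed. Third, further NADPH and then DTNB were added to start the reaction. Finally, TNB absorbance was monitored kinetically.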
Cycloheximide cs = counter-screen hit for Shiga toxin inhibitors, cycloheximide | cell reporter, cycloheximide protein synthesis inhibition counterscreen | max response, % | actives 12% (n = 300,000); in the data active means max response mostly above about 13%, no sharp cut-off; inactive means mostly below about 14%; further: read at 38.3 µM for the half of the compounds with a filed dose; 0% is about no effect
The depositor's hits bear a star; ? = inconclusive; . = no result given; & = joins results of further samples; [ ] = remark or other dose. Unless noted, the call rests on the fitted dose curve; in most records, active means well fitted curve in the direction sought with a large enough effect; inconclusive means small, poorly fitted or top-dose-only effect, or another doubt; inactive means no such curve, though single readings can be large; an effect the other way counts as inactive or inconclusive. An unsorted share of the library; about 24% have a hit in one of these screens.

SMILES	Pf growth 96h	Pf growth 48h	Shiga inhibitor	Giardia FBPA inh	Sm TGR inh	Cycloheximide cs
O=C(CN1CCN(C(=O)c2cccc(F)c2)CC1)NC1CCCCC1	-12.0%	-1.4%	-22.1	-18.6%	-24.4%	-6.5
COCCN(C(=O)CCC(=O)Nc1cc(C)on1)C(C(=O)NC1CCCC1)c1ccc(C(C)C)cc1 (configuration not stated)	?	?	-17.8	6.4%	-4.5%	-3.5
O=C(COC(=O)Cc1ccsc1)NCc1ccccc1	31.0%[activator]	-4.1%	13.5	5.5%	14.9%	-0.8
COc1ccc(NC(=O)CCCCCn2nnc3ccccc3c2=O)cc1OC	-19.6%	-3.3%[0.00184 µM]	-4.5	6.7%	14.7%	0.3
Cc1nnc(SCc2ccccc2)n1N	0.0%	-5.9%	17.7	1.2%	0.2%	-2.1
COCCNC(=S)Nc1cc(OC)c(OC)cc1C#N	2.7%	-1.2%	1.8	-20.0%	.	1.0
COc1ccc(S(=O)(=O)Cc2ccc(C(=O)NCc3ccc(C)cc3)o2)cc1	?	-11.1%	29.6	9.4%	-20.2%	-5.7
CN(C)/C=N/c1cc(=O)n(C)c(=O)n1Cc1ccccc1	?	-2.0%	-10.7	3.5%&-3.2%	-0.7%	-4.2
COC(=O)Nc1nc2ccc(C(=O)c3cccs3)cc2[nH]1	26.0%	55.5%[activator]	.	-4.6%	.	.
Cc1ccc(OCC(O)CN2CCN(c3ccc(C)cc3)CC2)cc1 (configuration not stated)	6.8%	-8.4%	-1.9	5.1%	0.7%	-1.1
O=C(COC(=O)c1cccc2ccccc12)NCC1CCCO1 (configuration not stated)	51.8%[activator]	22.2%	15.5	4.4%	3.4%	7.8
CCN1CCN(c2ccc(NC(=O)C(C)C)cc2Cl)CC1	-6.7%	42.5%[activator]	7.5	2.0%	-2.4%	7.1
CCCOc1ccc(-c2cn3ccccc3n2)cc1	?	448.1%[activator]	17.8	-17.4%	-0.1%	3.0
Cc1nc2ccccc2n1C(=O)c1ccc(Cl)cc1[N+](=O)[O-]	69.6%[activator]	28.0%	-6.9	-2.6%	-15.1%	-4.5
Cc1cc(Sc2nnc(N)s2)c2ccccc2n1	-17.2%	?	-17.9	-0.8%	3.98µM*	-5.3
COc1cc(/C=C2\SC(c3ccc(C)cc3)=NC2=O)ccc1O	?	?	52.1*	17.7µM*	?	23.5*
CCn1c(Cc2ccccc2)nnc1SCC(=O)Nc1ccccc1N1CCOCC1	3.29µM*	?	-4.3	1.5%	0.0%	-2.7
COc1ccc(C(=O)NC(CCSC)C(=O)NCc2nnc3ccccn23)cc1 (configuration not stated)	20.9%	31.1%[activator]	.	.	-1.8%	.
CCc1nnc(NC(=O)CN2CCN(Cc3ccc(C)cc3)CC2)s1	9.28µM*	-12.3%	-4.3	?	3.0%	-3.3
COc1nccnc1NS(=O)(=O)c1ccc(NC(=S)NC(=O)c2ccc(F)c(F)c2)cc1	12.5%	21.3%	-9.1	-17.4%	?	8.8
CCOC(=O)Nc1c(Cl)n(C)c(=O)n(C)c1=O	?	-9.3%	2.0	2.8%	?	-0.6
Cc1c(C(=O)N2CC(C)OC(C)C2)[nH]c2ccc(Br)cc12 (configuration not stated)	13.1µM*	?	-4.4	12.5%	2.7%	-1.7
CC(=O)c1sc(NC(=O)c2cc(-c3ccccc3)nn2-c2ccccc2)nc1C	34.0%[activator]	13.2%	-18.9	-0.2%	-3.7%	2.3
CCC1CCCCN1C(=O)c1cccc(S(=O)(=O)Nc2cc(C(F)(F)F)ccc2Cl)c1 (configuration not stated)	8.0%	15.9%	-1.0	14.3%	5.0%	-4.1
O=C(CCCN=C1NS(=O)(=O)c2ccccc21)OCc1cc([N+](=O)[O-])cc2c1OCOC2	1.4%	-5.0%	-5.2	2.2%	-5.0%	-3.2
CC(C)Cn1c(SCC(=O)N2CCCc3ccccc32)nc2ccccc2c1=O	?	?	3.9	0.0%	9.6%	-2.2
O=[N+]([O-])c1ccccc1N/N=C/c1ccccc1	?	385.2%[activator]	62.4*	0.5%	-2.2%	35.1*
Cc1ccc(Nc2nc3c([nH]2)c(=O)n(C)c(=O)n3C)cc1	9.3%	34.6%[activator]	-2.6	-8.5%	4.8%	1.2
NC(=O)C(=CNc1nc(-c2ccc(Cl)c(Cl)c2)cs1)C(N)=O	?	?	8.3	17.7µM*	2.24µM*	3.7
Cc1ccc(NC(=O)c2ccccc2NC(=O)CCC(=O)O)cc1	?	62.5%[activator]	19.5*	-2.4%	-0.5%	44.9*
Cc1ccc(C(=O)Nc2c(C#N)c(C)c(C)n2Cc2ccccc2)cc1	21.9%	?	4.5	-1.8%	3.3%	-2.7
CCOC(=O)c1ccc(NC(=O)c2cccc(C)c2[N+](=O)[O-])cc1	14.4%	?	51.6*	-0.4%	74.5%[activator]	20.3*
CCOCCCNC(=O)C(c1ccc(Cl)cc1)N(Cc1ccc2c(c1)OCO2)C(=O)CNC(C)=O (configuration not stated)	-11.2%	-6.9%	-18.1	0.8%	1.2%	-2.3
Cn1nc(C(F)(F)F)c2cc(C(=O)Nc3ccc(F)c(Cl)c3)sc21	2.08µM*	3.29µM*	7.0	-4.2%	17.3%	0.4
O=C(O)[C@@H](c1ccccc1)N1Cc2ccccc2C1=O	?	.	-5.5	?	3.2%	-2.9
Cc1ccc(C)c(CN2C(=O)CSc3ccc(C(=O)N4CCCC4)cc32)c1	-2.5%	?	-7.5	-1.0%	-10.3%	-2.7
COc1nnc(-c2ccc(N3CCOCC3)c(NC(=O)c3ccco3)c2)c2ccccc12	13.0%	7.38µM*	-6.4	-0.3%	?	-2.1
CN(Cc1ccccn1)Cc1nc(Cc2ccccc2Cl)no1	10.9%	6.9%	-9.1	1.8%	-9.3%[57.1 µM]	-1.9
Cn1c(=O)c2c(nc(NCCOc3ccc(C(C)(C)C)cc3)n2C)n(C)c1=O	?	?	-4.9	2.1%	1.7%	-3.6
COc1cc2[nH]c(C(=O)NCC3CCCO3)cc2c(OC)c1OC (configuration not stated)	3.4%	15.0%	-16.9	1.0%	0.8%	-5.1
O=C(OCc1csc(-c2ccccc2)n1)c1ccccc1O	369.7%[activator]	400.5%[activator]	109.7*	0.1%	30.0%	61.3*
COc1cccc(CN2CCNC(=O)C2CC(=O)N(C)CCc2ccccn2)c1OC (configuration not stated)	12.4%	11.0%	-10.7	-5.4%	?	-1.2
O=C1NC(=O)/C(=C\c2ccc(Cl)nc2)S1	40.7%[activator]	141.2%[activator]	68.0*	11.3%	-29.7%	34.0*
Cc1ccc(NC(=S)NNC(=O)c2cn(C)nc2C)cc1	?	?	-4.3	9.0%	-0.5%	10.9
FC(F)(F)C1=Nc2cccc3cccc(c23)N1	28.9%	58.5%[activator]	.	.	17.8µM*	.
Cc1ccc(-c2nn(-c3ccccc3)cc2CO)o1	43.7%[activator]	488.7%[activator]	84.7*	1.6%	44.7µM*	33.6*
CC1(C)OC(=O)C(=NNc2ccc(Br)cc2)C(=O)O1	-3.0%	-2.1%	115.2*	-8.8%	-4.8%	31.2*
CCOc1ccc(NC(=O)CCS(=O)(=O)c2ccc3c(c2)CCCN3C(=O)CC)cc1	9.28µM*	.	-3.2	1.8%	1.5%	-2.7
Cc1cccc(C)c1OCCSc1nc2ccccc2n1CC(=O)O	11.7µM*	29.7%	.	5.8%	-0.8%&-4.4%	-1.2
O=C(O)CNc1nc(-c2ccccc2)nc2ccccc12	10.0%	7.3%	-2.3	6.6%	6.7%	8.3
COc1ccc(NC(=O)C2(N(CC(C)C)C(=O)Cn3nnnc3N)CCCCC2)cc1	37.6%[activator]	0.6%	22.2	4.7%	2.0%	-2.8
COc1ccc2c(CC(=O)OCC(=O)Nc3ccccc3[N+](=O)[O-])coc2c1	22.6%	-10.8%	-6.6	-0.2%	2.0%	2.4
Nc1nonc1-n1nnc(C(=O)N/N=C/c2cccs2)c1-c1ccc2c(c1)OCO2	0.294µM*	0.928µM*	15.1	.	1.7%	4.6
N#CCCn1cc(C(=O)NCc2ccccc2)c(-c2cccs2)n1	16.9%	7.8%	2.9	-11.3%	-1.2%	7.3
COc1ccc(CCNC(=O)CS(=O)(=O)Cc2nc(-c3ccc(C)cc3)oc2C)cc1OC	4.9%	?	3.3	7.2%	?	-4.2
O=C(CSc1nnnn1-c1ccccc1)Nc1ncc(Cc2ccccc2Cl)s1	58.4%[activator]	14.5%	18.4	2.9%	14.7%	-1.3
CC(=O)c1c(C)[nH]c(C(=O)OC(C)C(=O)Nc2cc(S(=O)(=O)N3CCCCC3)ccc2Cl)c1C (configuration not stated)	-20.4%	-4.9%	-6.2	-0.4%	8.0%	-4.1
CC1(C)OC(=O)C(=NNc2ccccc2[N+](=O)[O-])C(=O)O1	15.4%	2.7%	45.7	-7.7%	-25.3%	-0.3
Oc1c(Br)cc(Br)cc1C=Nc1cccnc1	90.3%[activator]	?	-4.6	-3.0%	?	6.6
CC(=O)Oc1ccc(C(=O)Nc2ccccc2C(=O)N2CCCCC2)cc1	?	-15.9%	8.8	3.7%	5.4%	-2.7
New compounds follow
SMILES	Pf growth 96h	Pf growth 48h	Shiga inhibitor	Giardia FBPA inh	Sm TGR inh	Cycloheximide cs
OC1(c2cccc(F)c2)CCN(Cc2ccncc2)CC1	?	5.3%	-13.5	-8.7%	-26.5%	0.7
COCCn1c(SCC(=O)Nc2ccccc2)nnc1-c1ccoc1C	2.8%	48.0%	1.5	-3.5%	4.6%	-4.9
CCOC(=O)CNS(=O)(=O)c1ccc(S(=O)(=O)NC2CC2)cc1	?	2.1%	.	5.1%	0.9%	-3.1
Cc1onc(-c2ccccc2Cl)c1C(=O)NCc1ccccn1	.	-6.5%	-5.0	0.1%	-1.8%	-3.4
CCN(CC(=O)Nc1ccc(NC(C)=O)cc1)C(=O)c1ccccc1SCc1c(C)noc1C	-4.7%	?	.	.	-18.2%	.
O=C(c1cc(Cl)ccc1Cl)N1CCc2ccccc21	?	-11.7%	-3.2	1.1%	-8.1%	-3.4
Cc1c(Cl)cccc1NC(=O)CCN1C(=O)C2CC=CCC2C1=O (configuration not stated)	5.22µM*	12.6%	-9.4	.	-29.8%	-5.0
O=C(Cn1ccn(-c2ccc(F)c(F)c2)c(=O)c1=O)NCCc1ccccc1	?	-2.3%	-8.7	9.2%	5.1%&0.2%	-1.3
CC(C)NS(=O)(=O)c1ccc(OCC(=O)N2CCN(c3ccccc3)CC2)cc1	?	-7.6%	-9.0	2.4%	.	-6.1
O=C1c2ccccc2C(=O)C1c1ccc(Br)cc1	15.1µM*	?	87.8*	-13.6%	-7.7%	18.7*
CC(C)(C)CC(C)(C)N1CNC(=S)NC1	-15.2%	63.6%[activator]	-6.2	2.2%	0.4%	6.1
O=C(COc1ccc(/C=N/NC(=O)c2ccccc2Br)cc1)Nc1ccccc1	-27.7%	?	1.0	2.4%	11.0%	6.4
COc1cc(NC(=O)c2ccc(OC)c([N+](=O)[O-])c2)ccc1NC(=O)c1cccs1	-8.5%	19.1%	12.6	3.7%	-6.3%	-4.2
